Screening data (PubChem)
HePTP inh: inhibitors of human HePTP phosphatase, primary screen, biochemical, absorbance, leukemia target; recombinant HePTP phosphatase activity, OD absorbance; AID 521, 2006; 110,000 tested, 0.64% active; inhibition, % at 20 µM; in the data active = inhibition above about 50%;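 note: plate controls were vehicle for no effect and reference inhibitor for full effect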
BAP1 block: inhibitors of BAP1 deubiquitinase, primary screen, biochemical, Ub-AMC fluorescence, kinetic; Ubiquitin carboxyl-terminal hydrolase BAP1 (Homo sapiens), Q92560; recombinant BAP1, Ub-AMC hydrolysis fluorescence kinetic; hits give low values; activity remaining (% of control), % at 20 µM; 72,000 tested, 0.48% active; AID 436, 2006;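 active = activity remaining at or below 50% of control, provided the compound also passes the data quality filters; inactive = the rest, including low values that fail the filters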;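 note: 100% = DMSO wells rate and 0% = substrate alone blank rate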
Target sequence (Q92560 whole entry, looked up): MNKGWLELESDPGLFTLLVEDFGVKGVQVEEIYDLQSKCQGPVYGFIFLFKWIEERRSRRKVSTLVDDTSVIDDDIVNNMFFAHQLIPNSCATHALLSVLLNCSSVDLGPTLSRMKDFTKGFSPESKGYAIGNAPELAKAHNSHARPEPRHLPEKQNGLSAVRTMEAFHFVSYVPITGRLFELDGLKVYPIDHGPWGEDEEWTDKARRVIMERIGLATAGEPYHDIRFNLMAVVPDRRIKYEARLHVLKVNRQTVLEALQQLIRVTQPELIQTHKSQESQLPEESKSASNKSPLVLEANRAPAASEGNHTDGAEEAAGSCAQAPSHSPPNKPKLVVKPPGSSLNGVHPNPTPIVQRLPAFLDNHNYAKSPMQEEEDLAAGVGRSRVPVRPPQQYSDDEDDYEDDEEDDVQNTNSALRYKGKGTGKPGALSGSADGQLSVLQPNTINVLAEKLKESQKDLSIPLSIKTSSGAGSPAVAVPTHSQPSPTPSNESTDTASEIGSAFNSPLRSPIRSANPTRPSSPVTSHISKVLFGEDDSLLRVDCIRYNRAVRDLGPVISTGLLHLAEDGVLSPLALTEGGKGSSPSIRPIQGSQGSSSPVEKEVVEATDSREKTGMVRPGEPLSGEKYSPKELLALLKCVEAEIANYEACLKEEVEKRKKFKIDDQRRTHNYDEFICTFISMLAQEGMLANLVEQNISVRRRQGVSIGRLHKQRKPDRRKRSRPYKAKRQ
An asterisk follows results filed as active; / = no result given; & = joins results of further samples.

structure,HePTP inh,BAP1 block
O=C(CSc1nnc(-c2ccco2)n1-c1ccccc1)NCc1ccccc1,7,/
Cc1cc(C)c2[nH]c(=O)c(CN(Cc3ccco3)C(=O)C3CCCO3)cc2c1 (stereo not drawn),8,82
CC(=O)c1ccc2c(c1)C1C=CCC1C(c1ccc(Cl)cc1)N2 (stereo not drawn),2,/
CCOC(=O)NC(NC(=O)OCC)C(=O)c1ccc(F)cc1,/,95
O=[N+]([O-])c1cc(C(=S)N2CCOCC2)ccc1O,0,/
CC1(O)c2ccccc2C(=O)N1Cc1ccccc1 (stereo not drawn),-1&-8,81
CC(=O)Nc1ccc(S(=O)(=O)Nc2cccc3cccnc23)cc1,-9,/
CC(=O)N(CC(=O)Nc1nn(-c2ccccc2)nc1C(N)=O)Cc1ccccc1,6,98
CS(=O)(=O)N1CCN(c2ncccn2)CC1,-11,82
Cc1cc(NS(=O)(=O)c2ccc(Nc3nc(-c4ccncc4)cs3)cc2)no1,-12,/
CC1CCN(S(=O)(=O)c2ccc(NC(=O)CSc3nnnn3C)cc2)CC1,7,94
O=C(O)C1CCC(=O)N1C1CCCC1 (stereo not drawn),-5,98
COc1ccc(NC(=O)Nc2ccc(N(C)C)cc2)cc1,-2,92
O=C1CN(C(=O)c2ccc(Br)o2)C(c2ccccc2)c2cc(F)ccc2N1 (stereo not drawn),4,86
O=C(Nc1ccc(NC(=O)c2cccc3c(Br)cccc23)cc1)c1ccco1,11,/
CCOC(=O)Cc1c(C)nc2c(-c3ccc(Cl)cc3)c[nH]n2c1=O,4,/
CSc1nc(N)c(C#N)c(-c2ccccc2Cl)c1C#N,-6,98
Cn1c(CCc2ccccc2)nnc1SCC(=O)N1CCCC1,-5,134
Cc1nnc(NC(=O)CCC(=O)N2CCC(C)CC2)s1,12,100
O=C(/C=C/Nc1cccc(C(F)(F)F)c1)c1ccccc1,4,/

Full records from above. Values in the order: HePTP inh | BAP1 block
Profile of CS(=O)(=O)N1CCN(c2ncccn2)CC1 : -11 | 82
Profile of CC(=O)Nc1ccc(S(=O)(=O)Nc2cccc3cccnc23)cc1 : -9 | /

The listing continues:
structure,HePTP inh,BAP1 block
O=C(Nc1sc2c(c1C(=O)NCC1CCCO1)CCCC2)c1cccs1 (stereo not drawn),11,107
CCc1c(C)nc2[nH]nc(-c3ccc(C)cc3)n2c1=O,10,/
CCN(CC)CCN1C(=O)C(=O)/C(=C(/O)c2ccncc2)C1c1ccccc1 (stereo not drawn),5,95
Cc1ccc2oc3c(c(=O)c2c1)C(c1cccs1)N(CCCN(C)C)C3=O (stereo not drawn),-6,85
Cc1cccc(NC(=O)c2c(NC(=O)c3ccc([N+](=O)[O-])cc3)sc3c2CCCC3)c1,-7,/
CCN=C1SC(CC(=O)Nc2sc3c(c2C#N)CCCC3)C(=O)N1CC (stereo not drawn),4,/
NC(=O)CSc1nnc(-c2ccc(S(=O)(=O)N3CCOCC3)cc2)n1CC1CCCO1 (stereo not drawn),-3,92
COCCOC(=O)C1=C(C)Nc2ncnn2C1c1ccc(F)cc1 (stereo not drawn),-1,78
CC(=O)Nc1ccc(NC(=O)c2ccc(CN3CCOCC3)cc2)cc1,0,/
CC(=O)Nc1nnc(Cc2ccc(Cl)cc2)s1,-18,/
Cn1cc(C(=O)NCN2CCCCC2)c2ccccc21,8,179
O=C(c1cccc(Br)c1)N1N=C(c2ccc(F)cc2)CC1(O)C(F)(F)F (stereo not drawn),7,/
COc1cccc(Nc2ncccc2C(=O)O)c1,12,94
CC1CC(C)(C)NCCNC(C)CC(C)(C)NCCN1 (stereo not drawn),5&5,101
CCOc1ccc(/C=C2\C(=O)NC(=O)N(c3ccc(Cl)cc3)C2=O)cc1,2,/
COC(=O)c1cc2sc(Cl)cc2n1CC(=O)Nc1ccc(OC)c(OC)c1OC,-1,/
CC(NC(=O)C(O)CN1CCOCC1)C1COc2ccccc2O1 (stereo not drawn),1,/
NC(=O)OC(c1ccccc1[N+](=O)[O-])P(=O)(c1ccccc1)c1ccccc1 (stereo not drawn),-2,/
CCC(=O)Nc1ccccc1C(=O)N1CCN(Cc2ccccc2)CC1,2&-2,89
Cn1c(=O)c2c(nc(CN3CCN(c4ccccc4F)CC3)n2CCCc2ccccc2)n(C)c1=O,/,73
COC(=O)C1=C(N)Oc2cc(C)n(CC3CCCO3)c(=O)c2C1c1ccccc1 (stereo not drawn),1,101
O=C(COc1ccccc1Cl)Nc1ccc(NC(=O)c2ccc(Cl)cc2Cl)cc1,-2,/
C[C@@H](CN1CCC(Cc2ccccc2)CC1)[C@@H](O)c1ccc(O)cc1,/,95
Cc1ccc(N(CC(=O)NCC2CCCO2)S(C)(=O)=O)cc1Cl (stereo not drawn),11,92
Nc1c(S(=O)(=O)c2cccc(Cl)c2)c2nc3ccccc3nc2n1CCN1CCOCC1,6,/
CCOC(=O)c1ccc(N2C(=O)CC(C3CCCO3)C2=O)cc1 (stereo not drawn),-4,95
O=c1cccc(-c2cccc([N+](=O)[O-])c2)o1,-2,/
O=C(COc1ccc(Br)cc1)Nc1cccc(I)c1,-5,/
O=C1c2ccccc2C(=O)N1Cc1nc(-c2ccncc2)no1,6,90
CCCCCCN1C=CC(=C2C(=O)c3ccccc3C2=O)C=C1,-4,/
COc1ccc(-c2nnc(SC(=O)N3c4ccccc4Sc4ccccc43)o2)cc1,6,86
CC(=O)c1cccc(NC(=O)CC2S/C(=N\N=C\c3ccccc3)NC2=O)c1 (stereo not drawn),7,/
Nc1cc([N+](=O)[O-])ccc1N1CCCCC1,/,108
O=C(NCc1cccnc1)C1CCN(S(=O)(=O)N2CCC3(CC2)OCCO3)CC1,3,120
Cc1cc(C)c(C(=O)/C(=C/c2ccc(I)cc2)c2ccccc2)c(=O)[nH]1,0,/
COC(=O)c1c(-c2ccc(OC)c(OC)c2)csc1N,13&-12,78
CSc1nc2c(c(=O)n(C)c(=O)n2C)n1C,-15,/
CCN1C(=O)N(C)C2(c3ccccc3)N(C)C(=O)N(C)C12c1ccccc1 (stereo not drawn),3,74
Cc1ccc(/C(O)=C2\C(=O)C(=O)N(CCCC(=O)O)C2/C=C/c2ccccc2)cc1 (stereo not drawn),3,/
Cn1ccnc1Sc1nnnn1-c1ccccc1,-5,92

Ordered by length of the SMILES (high to low): some entries from above
structure,HePTP inh,BAP1 block
COC(=O)C1=C(N)Oc2cc(C)n(CC3CCCO3)c(=O)c2C1c1ccccc1 (stereo not drawn),1,101
CCOC(=O)c1ccc(N2C(=O)CC(C3CCCO3)C2=O)cc1 (stereo not drawn),-4,95
CSc1nc2c(c(=O)n(C)c(=O)n2C)n1C,-15,/

(continued)
structure,HePTP inh,BAP1 block
Cc1ccc(CCNC(=O)CN2CCN(Cc3ccccc3F)C2=O)cc1,7,103
O=C1CCCCCC1C1(O)C(=O)Nc2ccccc21 (stereo not drawn),8&-1,95
CCCOc1c(OC)cccc1C1CC(=O)Nc2cc(OC)c(OC)c(OC)c21 (stereo not drawn),-1,98
CC1(C)CC(=O)C2=C(C1)N(c1ccccc1)C(N)=C(C#N)C2c1cccnc1 (stereo not drawn),10,80
COc1ccccc1-c1nc2n(n1)C(c1ccccc1Cl)C(C(N)=O)=C(C)N2 (stereo not drawn),9,94
CC(C)N(C(=O)COc1ccc(Br)cc1Cl)C(C)C,3,85
COc1cc2[nH]c3c(N4CCN(c5ccccn5)CC4)ncnc3c2cc1OC,8,114
CC(=O)c1c(-c2ccc(-c3ccccc3)cc2)nc2n(C)c3ccccc3n12,-4,/
CCCCOC(=O)C1=C(C)Nc2ncnn2C1c1ccc(OC)c(OC)c1OC (stereo not drawn),4,103
O=S(N1CCOCC1)C12CC3CC(CC(C3)C1)C2 (stereo not drawn),8,/
Cc1ccc(C(=O)OCc2cn3ccccc3n2)cc1,1,107
CCN(CC)CCCC(C)NC1=NCCCCC1 (stereo not drawn),7,104
COc1cc(-c2ccc(NC(=O)c3ccc(F)cc3)c(OC)c2)ccc1NC(=O)c1ccc(F)cc1,3,/
CCOc1ccc(NC(=O)C(C)Sc2nnc(C)n2C)cc1 (stereo not drawn),1,102
CCSCCNC(=O)c1cc(-n2cnnc2)ccc1Cl,18,104
CCOCCCN1C(=O)CN(C2CCCCC2)C(=O)C1c1ccc(OC)c(OC)c1 (stereo not drawn),4,114
CCOc1cc(/C=C(\C#N)C(=O)c2ccccc2)ccc1O,12,/
CC(=O)Nc1ccc(S(=O)(=O)Nc2nnc(C3CCCCC3)s2)cc1,5,109
CC(C)CC(=O)Nc1ccccc1N1CCCC1,-5,136
Cc1cc(Cl)cc(C)c1OCCCCNCCO,105*,/

Given with each value named: part of the list above
> CCN(CC)CCCC(C)NC1=NCCCCC1 (stereo not drawn)
- HePTP inh = 7
- BAP1 block = 104

> Cc1cc(Cl)cc(C)c1OCCCCNCCO
- HePTP inh = 105*
- BAP1 block = /

> COc1cc(-c2ccc(NC(=O)c3ccc(F)cc3)c(OC)c2)ccc1NC(=O)c1ccc(F)cc1
- HePTP inh = 3
- BAP1 block = /

> O=S(N1CCOCC1)C12CC3CC(CC(C3)C1)C2 (stereo not drawn)
- HePTP inh = 8
- BAP1 block = /

(continued)
structure,HePTP inh,BAP1 block
C(=C\CSc1nnnn1-c1ccccc1)/CSc1nnnn1-c1ccccc1,-2,/
Cc1ccc2cccc(SCc3ccc([N+](=O)[O-])cc3)c2n1,-15,/
NC(=O)C(c1ccccc1)C1CCCC1 (stereo not drawn),5,136
O=c1c2ccccc2nc(SCc2nc3ccccc3s2)n1Cc1ccco1,-11,/
Cc1ccc(Cn2c(SCC(N)=O)nc3c2c(=O)n(C)c(=O)n3C)cc1,-1,118
CC(=O)Nc1cccc(Oc2ccc(-c3noc(C)n3)cc2)c1,5,75
Cc1cc(C)n(-c2ccc(C(=O)NCc3ccc4c(c3)OCO4)cc2)n1,-3,86
CCOc1cc(CNc2ncnc3nc[nH]c23)ccc1OC,2,98
C=CCn1c(N)c(C(=O)Nc2ccccc2OC)sc1=S,-10,81
CCn1cc(C(C)(C)C)c(C#N)c1NC(C)=O,-5,100
CN(Cc1ccccc1)C(=O)CN(c1cccc([N+](=O)[O-])c1)S(=O)(=O)c1ccccc1,-4,/
CCOc1ccc(N2C(=O)NC(=O)/C(=C\c3cc(C)n(-c4cccnc4)c3C)C2=O)cc1,-16,/
Cc1ccc(S(=O)(=O)N2CCCC2C(=O)N(C)Cc2cccs2)cc1 (stereo not drawn),7,95
O=C1c2cccc3cccc(c23)C(=O)N1c1cccnc1,3&7,/
COc1cccc(NC(=O)CSc2nnc(-c3cc(C)n(-c4ccccc4)c3C)o2)c1,7,/
O=S(=O)(CCc1ccccc1)/N=C/c1cccs1,13,110
CC(C)(C)c1ccc(-c2n[nH]c(=S)o2)cc1,4,/
CCN(Cc1ccccc1)C(=O)CC1Oc2ccccc2NC1=O (stereo not drawn),1,94
CCOC(=O)c1c(N=Cc2ccccc2O)sc(C)c1C,/,74
Nc1ncc(-c2cc3ccccc3oc2=O)s1,3,90&84
COc1ccc(-c2nnc(CSc3ncnc4sc5c(c34)CCC5)o2)cc1OC,2,99
Cc1nc(SCc2ccccc2)c(C(F)(F)F)c(=O)[nH]1,7,96
CCOC(=O)c1cc(-c2cccs2)nn1CCC#N,-1,95
Oc1c(Br)ccc(Cl)c1C=Nc1cccc2nsnc12,6,/
CCOC(=O)Cn1cnc2c(nnn2-c2ccc(C)cc2)c1=O,3,117
COc1ccc(C(=O)c2ccc(N3CCN(C4CC(=O)NC4=O)CC3)cc2)cc1F (stereo not drawn),14,64
Cc1ccc2nc(-c3ccccn3)cc(C(=O)NC3CCN(C)CC3)c2c1,-2,210
CCn1cc(SCC(=O)NCC2CCCO2)c2ccccc21 (stereo not drawn),18,99
CC1=C(C(=O)OCc2ccccc2)C(c2ccccc2F)NC(=O)N1 (stereo not drawn),-10,/
O=C1OC(c2cccs2)=N/C1=C\c1ccc(-c2ccccc2Cl)o1,25,/
O=C(CSc1nnc(-c2ccc(Cl)cc2Cl)o1)Nc1ccccc1,2,/
COc1ccccc1NC(=O)CC(=O)CSc1nnc(-c2ccc(C)cc2)n1C,4,82
CC(C)Cn1c(CN(C)Cc2ccccc2)nc2c1c(=O)n(C)c(=O)n2C,3,100
CC1=C(C(=O)Nc2ccccc2)C(c2ccccc2)N2C(=O)CSC2=N1 (stereo not drawn),2,87
CCOC(=O)N1CCC2(CC1)C(C(=O)C13CC4CC(CC(C4)C1)C3)C2(C#N)C#N (stereo not drawn),2,92
O=C(NC(=S)Nc1cccc2ccccc12)c1ccc(Cl)cc1,-8,/
